# Screening results as filed in PubChem BioAssay.
# TDP43 rescue – TDP-43 toxicity inhibition in yeast. TDP-43 expressing yeast growth rescue, BacTiter-Glo, 24 h. actives 1.8% (n = 410,000). Potency, µM (highest dose often 46.1 µM), for the others: at the top dose growth rescue (activation), hits mostly activators. AID 652104; also: % of control where 0% means no effect; nearly all actives have a fitted effect of over 50% in size
#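 In this qHTS, compounds that restore growth of yeast expressing TDP-43 appear as activators. Cells (OD600=0.02, galactose medium, raffinose-pregrown) are incubated with compound 24 hr at 30 deg C and growth is quantified by BacTiter-Glo.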
# SW480 rerep – induces DNA re-replication in SW480 colon adenocarcinoma cells; actives 1.8% (n = 340,000); SW480 DNA re-replication, Hoechst DNA content imaging, 48 h; Potency, µM (doses to about 46.1 µM), for inactives: at the top dose re-replication activation, usual class: activators; AID 624297; also: % of control where 0% means no effect; nearly all actives have a fitted effect of over 55% in size
#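 Cells (250 per well) received 23 nL compound or DMSO by pin tool and were kept 48 hr at 37 C, 5% CO2. Nuclei were then stained with Hoechst for 40 min and scanned for DNA content.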
# GLP1R ag – agonists of human GLP-1 receptor | P43220 | HEK293 GLP-1R CRE-luciferase, luminescence, 4-6 h; cells express a hypersensitive GLP-1R form | Potency, µM (titrated, usually from 45.6 µM), inactives show top-dose activation, actives largely listed as activators | actives 0.007% (n = 380,000) | AID 624172; also: % of control where 0% means no effect
# Target sequence (P43220 whole entry, looked up): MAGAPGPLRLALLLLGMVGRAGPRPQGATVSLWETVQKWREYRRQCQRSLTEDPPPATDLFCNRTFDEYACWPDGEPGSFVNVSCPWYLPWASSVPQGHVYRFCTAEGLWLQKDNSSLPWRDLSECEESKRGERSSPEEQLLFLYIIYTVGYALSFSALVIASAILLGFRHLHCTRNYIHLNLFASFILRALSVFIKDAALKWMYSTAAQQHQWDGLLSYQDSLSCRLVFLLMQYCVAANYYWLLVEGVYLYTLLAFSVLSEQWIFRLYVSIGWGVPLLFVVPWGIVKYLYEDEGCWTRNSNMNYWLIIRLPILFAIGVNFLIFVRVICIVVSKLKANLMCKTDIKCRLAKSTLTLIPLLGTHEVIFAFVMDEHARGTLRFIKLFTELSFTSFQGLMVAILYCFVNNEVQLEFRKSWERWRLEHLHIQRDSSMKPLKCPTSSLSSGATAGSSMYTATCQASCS
# HT1080-NT tox – kills 2HG-producing HT-1080-NT fibrosarcoma cells | HT-1080-NT fibrosarcoma viability, CellTiter-Glo ATP luminescence, 48 h | Potency, µM (series often up to 46.1 µM), inactives show top-dose activity, negative = less viability, hits mostly cytotoxic | actives 1.6% (n = 360,000) | AID 686970;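 also: NT is the 2HG producing partner of a matched IDH1 knockdown line; 0% = DMSO-treated cells and -100% = media-only wells without cells; nearly all actives have a fitted effect of over 55% in size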
#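 A 48-hour cytotoxicity screen used HT-1080-NT cells plated 2 hours before compound delivery. ATP-based CellTiter-Glo luminescence measured viability, normalized to DMSO and no-cell controls.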
# HT1080 IDH1KD tx – toxicity to HT-1080 IDH1 knockdown cells (counter line). HT-1080 IDH1 knockdown viability, ATP luminescence, 48 h. Potency, µM (top dose mostly 46.1 µM), for inactives: at the highest dose activity, negative = toxicity, most hits filed as cytotoxic. actives 2% (n = 360,000). AID 686971;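 also: 0% = DMSO wells and -100% = cell-free medium wells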
#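 Using the IDH1-knockdown HT-1080 line run in the same batch and compound series as the NT line, viability after 48 h at 37 °C was determined by CellTiter-Glo luminescence and expressed as % activity.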
# KB-V1 MDR tox – KB-V1 MDR subline cytotoxicity; KB-V1 MDR cells viability, CellTiter-Glo, 72 h; actives 3.4% (n = 400,000); Potency, µM (highest dose often 46.1 µM), for inactives: top-dose activity change, negative = cytotoxicity, hits mostly cytotoxic; also: % is scaled to controls: 0 for no effect and ±100 for the full control effect; nearly all actives have a fitted effect of over 60% in size
#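 Cytotoxicity toward P-gp-expressing KB-V1 cells was determined as loss of CellTiter-Glo luminescence after 72 h at 37 degrees C. Compounds were tested in quantitative HTS format across a concentration range, with curves fitted to normalized data.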
# KB-3-1 tox – KB-3-1 parental cell cytotoxicity | KB-3-1 viability, CellTiter-Glo ATP luminescence, 72 h | actives 1.4% (n = 400,000) | AID 1347075 | Potency, µM (doses to about 46.1 µM), inactives show top-dose activity change, negative = cytotoxic, actives largely listed as cytotoxic; also: % is scaled to controls: 0 for no effect and ±100 for the full control effect; nearly all actives have a fitted effect of over 60% in size
#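 72 h, 37 °C compound treatment of KB-3-1 parental cells; CellTiter-Glo added, 10 min, luminescence read. Data corrected against DMSO-only plates and normalized before curve fitting.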
# GLP-1R inv ag – acts as inverse agonist at human GLP-1 receptor | P43220 | HEK293 GLP-1R CRE-luciferase, luminescence, 24 h; GLP-1R form is constitutively active | Potency, µM (highest dose often 38.3 µM), without a hit: top-dose activity change, negative = inhibition, most hits filed as inhibitors | actives 1.6% (n = 410,000); also: % is scaled to controls: 0 for no effect and ±100 for the full control effect; nearly all actives have a fitted effect of over 55% in size
#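 GLP-1R inverse agonism mode: basal reporter luminescence in engineered HEK293 cells measured after one day of compound exposure at 37 deg C, with a 12 min room-temperature detection step.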
# GLP1R cytotox – cytotoxicity in counter-screen for GLP-1R inverse agonists. Potency, µM (top dose mostly 38.3 µM), for inactives: at the highest dose activity change, negative = inhibition, most hits filed as inhibitors. actives 0.13% (n = 410,000). HEK293 cAMP-luciferase reporter cells, luminescence, 24 h;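 also: loss of luciferase light is scored as toxicity; % is scaled to controls: 0 for no effect and ±100 for the full control effect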
#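 MLSMR compounds, 24 hr on cells at 37 deg C/5% CO2; luminescence after luciferase reagent (12 min RT). Inhibition counted as the undesired cytotoxic outcome.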
# * hit, by the source's call; ? = inconclusive; . = not tested or not shown; [ ] = another dose, or the depositor's remark. Calls follow the shape of the dose curve; as a rule, active = well fitted curve in the direction sought with a large enough effect; inconclusive = small, poorly fitted or top-dose-only effect, or another doubt; inactive = no such curve, though single readings can be large; an effect the other way counts as inactive or inconclusive. Potency is read from the fitted curve at half-maximal effect.
SMILES,TDP43 rescue,SW480 rerep,GLP1R ag,HT1080-NT tox,HT1080 IDH1KD tx,KB-V1 MDR tox,KB-3-1 tox,GLP-1R inv ag,GLP1R cytotox
O=C(NCCCCC(NC(=O)C1CCCCC1)C(=O)O)c1ccccc1 (stereo not given),-8.6%,-4.1%,-1.7%,3.7%,7.6%,27.4%,-1.1%,7.6%,3.8%
COc1cccc(/C=N/NC(=O)c2cccc([N+](=O)[O-])c2)c1OS(=O)(=O)c1ccc(C)cc1,29.9%,-2.2%,-0.5%,-4.7%,-7.8%,16.4µM*,-0.1%,0.0%,-10.9%
CCN(CC)CCNC(=O)CCCNC(=O)Cn1cnc2sc(C)c(C)c2c1=O,-7.1%,-0.3%,-6.2%,5.2%,10.2%,12.2%,11.4%,14.3%,-4.8%
COc1cc(S(=O)(=O)N(Cc2ccco2)C2CCCC2)ccc1-n1cnnn1,-11.5%,-0.4%,1.5%,-1.1%,8.7%,-9.8%,0.6%,-9.6%,0.2%
O=C(NCC1CCCO1)c1c(O)c2cccc3c2n(c1=O)CC3 (stereo not given),-46.2%[inhibitor],2.4%,0.7%,1.3%,-2.8%,-33.0%,-40.7%,?,-7.0%
CC1(C)OC(=O)N(c2ccccc2)C12C=Cc1cc(Br)ccc1O2 (stereo not given),?,?,-6.1%,-11.2%,-14.7%,?,-3.3%,?,-19.6%
COc1ccc(C)cc1NC(=O)c1nnn(Cc2cc(C)ccc2C)c1N,0.0%,4.4%,-0.9%,-25.1%,?,8.2%,0.4%,-9.6%,-23.0%
O=C(O)CCC(=O)N1c2ccccc2NC2=C(C(=O)CC(c3ccc(F)cc3)C2)C1c1ccc([N+](=O)[O-])o1 (stereo not given),-10.4%,0.2%,2.0%,3.1%,3.8%,0.0%,-0.1%,6.9%,-4.0%
COC(=O)c1cccc(OC(N)=O)c1,17.1%,-3.6%,1.0%,-4.9%,-4.4%,14.1%,-6.2%,-3.5%,3.2%
CCc1nn(CC(=O)NCCCN(CC)CC)c(=O)c2cc3occc3n12,-10.1%,.,.,.,.,-3.9%,-16.7%,-13.8%,0.7%
COc1cc(NC(=O)COc2c(C)cc(C)cc2[N+](=O)[O-])c(OC)cc1Cl,-17.5%,0.9%,9.2%,20.7%,6.8%,?,-18.2%,-23.8%,-8.5%
O=C(CCC(=O)N1CCN(c2ccccc2F)CC1)c1ccc(F)cc1,12.0%,-8.6%,14.6%,1.7%,2.8%,-9.2%,7.7%,-21.1%,0.0%
N#CCC(=O)Nc1ccc(C(=O)OCC(=O)N2CCN(C(=O)c3ccco3)CC2)cc1,21.8%,-2.8%,-0.6%,5.7%,6.6%,0.7%,20.7%,2.9%,7.4%
CSCCC(NC(=O)c1ccc(Cl)cc1Cl)C(=O)N1CC(C)OC(C)C1 (stereo not given),-5.5%,5.7%,2.5%,1.1%,-5.4%,?,-0.4%,-0.8%,-4.7%
CN1CCN(C(=O)/C=C/c2cn(-c3ccccc3)nc2-c2ccc3c(c2)OCCO3)CC1,0.0%,?,21.1%,23.1µM*,23.1µM*,-2.8%,0.5%,?,7.5%
Fc1ccc([C@@H]2Nc3ccccc3[C@@H]3C=CC[C@@H]32)cc1,10.6%[9.22 µM],.,.,.,.,-14.3%,-4.5%,0.2%,-0.4%
CCOC(=O)c1c(C)[nH]c(C)c1C(=O)CSc1nc2ccccc2n1CC,2.9%,-3.0%,7.1%,-6.5%,-9.0%,0.0%,-8.3%,-18.4%,-22.0%
CC/C(=C(/c1ccccc1)c1ccc(OCC[N+](C)(C)C)cc1)c1ccccc1,0.0%,-5.8%,-4.9%,-4.9%,0.0%,0.0%,3.9%,?,-16.1%
COC(=O)CC1COc2ccccc2N1S(=O)(=O)c1ccc(OC)cc1 (stereo not given),17.2%,?,12.2%,?,10.3µM*,?,18.4µM*,?,?
S=C1Nc2ccccc2CS1,?,.,-6.9%,-5.6%,-10.0%,14.5%,-10.5%,?,?
COc1ccc(S(=O)(=O)N(C)c2ccc(C(=O)NCc3ccncc3)cc2)cc1,-15.5%,?,-2.9%,0.6%,2.7%,-21.9%,4.9%,7.7%,-6.4%
COc1cc(CCC(=O)Nc2cc(C)cc(C)c2)cc(OC)c1OC,20.7%,13.6%,4.1%,8.6%,?,?,1.1%,-11.5%,-6.4%
CCOC(=O)c1c(C)c(-c2ccccc2)n(CC(=O)NCCc2cccc(C)c2)c1C,14.1%,.,-1.2%,.,.,1.3%,10.7%,-7.1%,0.2%
CCOC(=O)Cc1csc(/N=C/c2c(O)n(-c3ccc(C)cc3C)c(=O)c3ccccc23)n1,5.1%,-0.6%,-4.4%,-0.3%,-0.3%,?,?,-4.0%,-9.5%[1.53 µM]
COC(=O)C1(C(=O)OC)CCCCN(S(=O)(=O)c2ccc(C)cc2)CCC1,24.4%,.,4.3%,-2.1%,-13.6%,?,?,?,0.1%
COC(=O)CCC(=O)Nc1ccc(S(=O)(=O)Nc2cc(OC)nc(OC)n2)cc1,15.7%,-2.7%,-3.7%,20.3%,20.1%,-8.8%,13.1%,-4.6%,0.6%
O=C(CSc1nc2ccccc2n1CC(=O)N1CCCCC1)N1CCCCC1,-4.2%,1.5%,10.4%,-10.1%,-1.6%,-11.8%,-2.6%,5.0%,-11.5%
COCC(=O)Nc1nc(-c2ccccc2)ns1,8.1%,5.5%,-5.0%,1.7%,9.8%,17.8%,-0.6%,8.1%,4.5%
CCCCOc1ccc(C)cc1CN(CCO)CCO,-22.5%,5.4%,0.4%,-12.2%,-1.0%[9.24 µM],6.2%,-8.3%,-12.8%,-14.3%
CCc1nc(NCCN)c(C#N)c2c1CSC(C)(C)C2,16.7%,15.6%,9.5%,-21.9%,-4.0%,1.1%,8.8%,?,-27.7%
COc1ccc(C(C)=O)cc1CN(c1ccccc1OC)S(=O)(=O)c1cccs1,-1.7%,-104.2%[inhibitor],9.8%,-11.4%,-22.4%,-13.8%,-0.8%,?,-7.0%
COc1cc2c(cc1OC)-c1cc(NC3CC3)nc(=O)n1CC2,-19.0%,-1.0%,?,2.1%,-4.8%,5.7%,-18.0%,133.7%[activator],-8.7%
CN1C(=O)NC(c2ccccc2)(C(F)(F)F)S/C1=C(/C#N)c1nnc(N2CCOCC2)n1-c1ccccc1 (stereo not given),2.2%,-4.3%,-2.3%,-0.3%,7.6%,12.6%,4.4%,?,-7.8%
CCSc1nc(C)nc2sc(C)c(C)c12,-1.2%,-1.5%,9.3%,8.8%,5.1%,4.4%,-3.7%,-7.4%,1.4%
Cc1cc(NC(=O)CSCC(=O)OCC(=O)c2cccc(Br)c2)no1,0.0%,-21.2%,-0.6%,4.5%,10.7%,0.0%,18.6%,-8.4%,0.4%
O=c1c(-c2ccccc2)c[nH]n1-c1cccc([N+](=O)[O-])c1,-30.1%[inhibitor],-0.4%,0.0%,?,-1.5%,-8.3%,7.3%,?,-2.9%
COc1cccc(NC(=O)C(=O)NCC(c2cccnc2)N2CCN(c3ccccc3)CC2)c1 (stereo not given),23.5%,.,.,.,.,0.0%,-24.0%,18.0%,-4.3%
COc1ccc([N+](=O)[O-])cc1NC(=O)C(C)OC(=O)C1c2ccccc2Oc2ccccc21 (stereo not given),0.9%,2.0%,4.3%,-9.7%,-16.7%,9.2µM*,16.1%,19.9%,18.4%
O=C(c1ccc(Cl)c(Cl)c1)N1CCN(Cc2ccc3c(c2)OCO3)CC1,19.3%,-11.4%,2.1%,?,-2.7%,-16.8%,?,?,-7.9%
Cc1nn(CC(=O)N/N=C/c2ccc3c(c2)OCO3)c(C)c1Br,13.1%,-3.1%,-4.5%,4.0%,-0.2%,-15.6%,-10.2%,-0.5%,8.8%[1.53 µM]
COCCOCC(=O)Nc1ccc(S(=O)(=O)Nc2cc(C)nc(C)n2)cc1,-14.5%,3.0%,-3.2%,8.7%,-1.7%,14.7%,9.3%,0.2%,-1.8%
C[C@H](CO)N1C[C@H](C)[C@@H](CN(C)C(=O)Nc2ccccc2)Oc2ccc(NS(=O)(=O)c3ccccc3)cc2C1=O,4.4%,-26.6%,-0.1%,9.6%,12.9%,-1.6%,8.8%,19.2%,-12.0%
O=C(O)c1cc2ccc3ccccc3c2oc1=O,26.8%,-8.5%,-17.1%,5.4%,-2.1%,16.6%,6.2%,2.3%,146.6%[activator]
COc1cc2[nH]c(=O)n(CCCC(=O)NCc3ccc(Cl)cc3)c(=O)c2cc1OC,14.5%,.,-1.3%,.,.,0.0%,30.6%,-16.6%,-4.5%
CN(C)c1ccc(/C=N/NC(=O)c2ccn(C)n2)cc1,-0.2%,-0.4%,-0.8%,-4.1%,-7.0%,5.0%,3.8%,-25.5%,-4.7%
CCOC(=O)c1c(C)[nH]c(C)c1S(=O)(=O)N1CCC(C(=O)NCc2cccc(C)c2)CC1,14.1%,.,.,.,.,?,-6.8%,3.5%,2.9%
COc1ccccc1CNc1nc(NCc2cccs2)nc2ccsc12,-0.3%,.,4.9%,?,?,-5.3%,-5.7%,?,-7.5%
Cc1ccc(C)c2[nH]c(=O)c(C(c3nnnn3C3CCCC3)N3CCOCC3)cc12 (stereo not given),22.0%,9.7%,-5.1%,-2.6%,-2.6%,?,-6.4%,-7.9%,-6.7%

# Arranged by SMILES length (lowest first): some entries from above
SMILES,TDP43 rescue,SW480 rerep,GLP1R ag,HT1080-NT tox,HT1080 IDH1KD tx,KB-V1 MDR tox,KB-3-1 tox,GLP-1R inv ag,GLP1R cytotox
COCCOCC(=O)Nc1ccc(S(=O)(=O)Nc2cc(C)nc(C)n2)cc1,-14.5%,3.0%,-3.2%,8.7%,-1.7%,14.7%,9.3%,0.2%,-1.8%
Cc1ccc(C)c2[nH]c(=O)c(C(c3nnnn3C3CCCC3)N3CCOCC3)cc12 (stereo not given),22.0%,9.7%,-5.1%,-2.6%,-2.6%,?,-6.4%,-7.9%,-6.7%
CCOC(=O)c1c(C)[nH]c(C)c1S(=O)(=O)N1CCC(C(=O)NCc2cccc(C)c2)CC1,14.1%,.,.,.,.,?,-6.8%,3.5%,2.9%
